UbGFP stabilizer – Ubiquitin-GFP Assay; 67,000 tested, under 10 active; Potency, µM (doses to about 45.9 µM), for the others: at the top dose activation (GFP accumulation), actives largely listed as activators; Ubiquitin-GFP reporter cells, proteasome inhibition, GFP fluorescence; response scale: untreated = 0%, 10 µM MG-132 = 100%; active means well fitted activation curve with a large enough effect, not every such curve was filed as active; inconclusive means small, poorly fitted or top-dose-only effect, or another doubt; inactive means no such curve, though single readings can be large or run the other way; further: potency means the concentration at half of the fitted maximal effect
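Proteasome block read as GFP accumulation: ubiquitin(G76V)-GFP U2OS cells exposed to compound (2.9 nM–46 uM) for 4 hr at 37 C. Normalization used untreated cells as 0% and 10 uM MG-132 as 100%; concentration-response curves fitted.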
HADH2 inhib – qHTS Assay for Inhibitors of HADH2 (Hydroxyacyl-Coenzyme A Dehydrogenase, Type II) | AID 886, 2007 | recombinant HADH2, NADH fluorescence, beta-hydroxybutyryl-CoA | Potency, µM (doses to about 57.1 µM), without a hit: at the highest dose activity change, negative = inhibition, usual class: inhibitors | 3.4% of 73,000 active; further: potency means the concentration at half of the fitted maximal effect; on the % scale 0 is the no-effect control and ±100 the full control effect; nearly all actives have a fitted effect of over 60% in size; many of its hits are not listed in these tables
Target sequence (Q99714 whole entry, looked up, one chain of several): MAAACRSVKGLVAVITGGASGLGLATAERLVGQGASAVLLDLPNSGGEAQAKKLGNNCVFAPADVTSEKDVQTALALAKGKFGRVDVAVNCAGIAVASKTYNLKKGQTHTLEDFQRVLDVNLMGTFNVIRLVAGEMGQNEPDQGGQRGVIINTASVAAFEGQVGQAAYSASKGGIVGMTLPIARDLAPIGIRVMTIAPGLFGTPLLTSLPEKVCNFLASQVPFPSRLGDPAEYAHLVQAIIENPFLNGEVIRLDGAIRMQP
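Activity measured as NADH fluorescence gain (360/450 nm), taken as the change between first and last reads of a 4-min kinetic run. Conditions: pH 9.0 Tris buffer, 20 nM E. coli-expressed His-tagged enzyme, 1 mM NAD+, 90 uM beta-hydroxybutyryl-CoA; 15-min compound preincubation.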
GFP derepression – qHTS Assay for Epigenetic Modulators | mouse C127i GFP locus derepression, cytometry, 30 h | Potency, µM (top dose mostly 46.1 µM), for inactives: at the top dose GFP derepression (activation) | 0.09% of 68,000 active; further: % of control where 0% means no effect
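Derepression screen: silenced CMV-GFP reporter in murine C127i cells, 30 h compound incubation at 37 C, washed cells imaged by laser-scanning cytometer to enumerate GFP-expressing objects of 20 to 120 um.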
Pol III holo inh – qHTS Assay for Inhibitors of DNA Polymerase III Holoenzyme System; reconstituted DNA polymerase III holoenzyme replication, biochemical; Potency, µM (top dose mostly 57.1 µM), inactives show top-dose activity change, negative = inhibition; 0.25% of 71,000 active; AID 603, 2007; further: potency means the concentration at half of the fitted maximal effect; on the % scale 0 is the no-effect control and ±100 the full control effect
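Reconstituted *E. coli* holoenzyme (0.35 nM Pol III, 1 nM beta, 154 nM SSB, 2 nM primase) was preincubated with compound for 15 min at RT. Synthesis on 1.4 nM ssM13Gori ran 35 min, then was stopped with PicoGreen/EDTA and read as dsDNA fluorescence.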
ERK AVP block – qHTS Assay for Inhibitors of the ERK Signaling Pathway using a Homogeneous Screening Assay | Potency, µM (series often up to 57.5 µM), for inactives: at the highest dose activity, negative = inhibition, hits mostly inhibitors | AID 995, 2007 | HEK293-V1b, vasopressin-stimulated pERK AlphaScreen | 0.99% of 72,000 active; further: potency means the concentration at half of the fitted maximal effect; on the % scale 0 is the no-effect control and ±100 the full control effect; nearly all actives have a fitted effect of over 55% in size
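V1b-HEK293 cells; cpd 30 min 37C; 25 nM vasopressin 5 min; lyse 10 min; AlphaScreen beads 5 hr RT. Normalized to DMSO basal and 25 nM vasopressin; AC50 by Hill fit.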
FLuc inh – qHTS Assay for Inhibitors of Firefly Luciferase; Potency, µM (series often up to 57.1 µM), for inactives: at the top dose activity change, negative = inhibition, usual class: inhibitors; purified firefly luciferase, luminescence, 8 min; 2.2% of 72,000 active; Luciferin 4-monooxygenase (Photinus pyralis), P08659; further: potency means the concentration at half of the fitted maximal effect; on the % scale 0 is the no-effect control and ±100 the full control effect; nearly all actives have a fitted effect of over 40% in size
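Firefly luciferase (PKLight detection mix) with 10 uM ATP in pH 7.2 imidazole buffer (KCl, MgCl2, Tween 20, BSA). Compounds tested across a concentration series (qHTS). Luminescence read after 8 min at ambient temperature.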
Hsp90 Hop PPI – qHTS Assay for Disrupters of an Hsp90 Co-Chaperone Interaction | Hsp90 C-terminal peptide / TPR2A (Hop) interaction, human | AlphaScreen TPR2A-His6 binding biotin-Hsp90 C-terminal peptide | Potency, µM (series often up to 57 µM), for the others: top-dose activity change, negative = inhibition | 0.44% of 71,000 active | AID 595, 2007; active means well fitted curve in either direction with a large enough effect; inconclusive means small, poorly fitted or top-dose-only effect, or another doubt; further: potency means the concentration at half of the fitted maximal effect; on the % scale 0 is the no-effect control and ±100 the full control effect; many of its hits are not listed in these tables
HBB splicing – qHTS Assay for Modulators of Hemoglobin Beta Chain Splicing; Potency, µM (series often up to 46.1 µM), for inactives: top-dose activation, most hits filed as activators; 0.06% of 65,000 active; HBB splicing reporter cell assay, activation; EGFP reporter with mutant IVS2-654 intron; response scale: normalised to 500 nM splice-correcting PNA; further: potency means the concentration at half of the fitted maximal effect; 0% is about no effect
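Compounds were applied for 2 days to HeLa EGFP-654 cells, 500/well in Optimem with 2% FCS. The reporter's EGFP is disrupted by mis-splicing of beta-globin intron IVS2-654. Readout: summed well GFP fluorescence from 488 nm laser scanning; reference was 500 nM antisense […] 654 PNA.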
ALOX15 inhib – qHTS Assay for Inhibitors of 15-hLO (15-human lipoxygenase); Polyunsaturated fatty acid lipoxygenase ALOX15 (Homo sapiens), P16050; AID 887, 2007; 1.4% of 74,000 active; Potency, µM (titrated, usually from 57.1 µM), inactives show top-dose activity change, negative = inhibition, actives largely listed as inhibitors; purified 15hLO-1, xylenol orange hydroperoxide absorbance; further: potency means the concentration at half of the fitted maximal effect; on the % scale 0 is the no-effect control and ±100 the full control effect; nearly all actives have a fitted effect of over 55% in size
Target sequence (P16050 whole entry, looked up): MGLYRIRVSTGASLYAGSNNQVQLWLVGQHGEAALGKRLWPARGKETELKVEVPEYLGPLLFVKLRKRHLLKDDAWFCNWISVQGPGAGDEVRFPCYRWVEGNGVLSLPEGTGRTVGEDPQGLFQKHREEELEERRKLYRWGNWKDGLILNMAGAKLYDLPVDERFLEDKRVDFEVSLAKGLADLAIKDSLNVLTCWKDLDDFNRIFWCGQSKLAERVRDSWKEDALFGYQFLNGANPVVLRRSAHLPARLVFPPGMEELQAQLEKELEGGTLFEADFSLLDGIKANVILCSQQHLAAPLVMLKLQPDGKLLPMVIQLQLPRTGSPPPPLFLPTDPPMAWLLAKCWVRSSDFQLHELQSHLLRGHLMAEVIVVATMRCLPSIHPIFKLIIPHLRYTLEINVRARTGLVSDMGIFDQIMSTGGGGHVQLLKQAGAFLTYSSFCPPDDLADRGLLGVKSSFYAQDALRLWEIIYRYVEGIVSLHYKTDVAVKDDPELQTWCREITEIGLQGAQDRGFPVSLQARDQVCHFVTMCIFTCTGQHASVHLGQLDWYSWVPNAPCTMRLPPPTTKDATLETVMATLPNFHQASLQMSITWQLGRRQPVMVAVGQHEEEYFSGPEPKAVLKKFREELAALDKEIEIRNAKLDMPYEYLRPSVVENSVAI
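Purified human 15hLO-1 (40 nM final) in 25 mM Hepes pH 7.5, 0.01% Triton X-100 was preincubated with compound 15 min at room temperature, then reacted 6 min with 50 uM arachidonic acid; hydroperoxide detected by Fe-XO, 573/405 nm absorbance ratio.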
Tau filament bind – qHTS Assay for Tau Filament Binding; Microtubule-associated protein tau (Homo sapiens), P10636; recombinant tau filaments, thioflavin S fluorescence, 15 h; filaments grown with octadecylsulfate alongside compound; Potency, µM (top dose mostly 57.1 µM), for inactives: at the highest dose activity change, negative = inhibition; 2% of 71,000 active;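 further: potency means the concentration at half of the fitted maximal effect; on the % scale 0 is the no-effect control and ±100 the full control effect; actives lower thioflavin S fluorescence by blocking filaments or displacing dye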
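Read-out: ThS fluorescence, 450 nm excitation/510 nm emission; lower signal marks blocked filament formation or displaced dye. Tau at 1 uM with 30 uM ODS, 10 uM ThS, 5 mM DTT, 100 mM NaCl, 10 mM HEPES pH 7.4; 15 h, 37 C.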
CRE-bla Fsk – Cell signaling CRE-BLA (Fsk stim) | 2.5% of 71,000 active | CHO CRE-bla reporter (cAMP response element driving beta-lactamase), forskolin EC10, beta-lactamase ratio | Potency, µM (highest dose often 38.2 µM), for inactives: at the highest dose activity change, negative = inhibition, actives largely listed as activators; active means well fitted activation curve with a large enough effect in the signal ratio, with a control signal flat, not every such curve was filed as active; inconclusive means small, poorly fitted or top-dose-only effect, or effect the other way, or a change in a side signal; the % refers to the signal ratio; further: potency means the concentration at half of the fitted maximal effect; % of control where 0% means no effect
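Modulation of forskolin-driven signalling is measured in CHO cells carrying a CRE-controlled beta-lactamase reporter. Cells are stimulated with EC10 NKH 477 in the presence of titrated compound for 3 h at 37 °C, then loaded with CCF4 for 2 h at room temperature.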
The depositor's hits bear a star; ? = inconclusive; nt = not tested or not shown; [ ] = remark or other dose. Unless noted, the call rests on the fitted dose curve; in most records, active means well fitted curve in the direction sought with a large enough effect; inconclusive means small, poorly fitted or top-dose-only effect, or another doubt; inactive means no such curve, though single readings can be large; an effect the other way counts as inactive or inconclusive. Some of the compounds tested; count on the stated rates, not on these rows.

entry	structure	UbGFP stabilizer	HADH2 inhib	GFP derepression	Pol III holo inh	ERK AVP block	FLuc inh	Hsp90 Hop PPI	HBB splicing	ALOX15 inhib	Tau filament bind	CRE-bla Fsk
1	O=C(C1CCN(S(=O)(=O)c2cccc3cccnc23)CC1)N1CCN(C2CCCCC2)CC1	0%	2%	7%	1%	-12%	4%	-5%	-0.2%	2%	7%	-7%
2	COC(=O)c1ccc(NC2(C#N)C(=O)Nc3ccccc32)cc1 (centres undefined)	-2%	0%	2%	-4%	7%	1%	-3%	1.0%	-10%	4%	-24%
3	COc1ccc(-n2c3c(cc(C(=O)NC4CCSC4=O)c2=O)C(=O)CC(C)(C)C3)cc1 (centres undefined)	2%[9.17 µM]	-1%[11.4 µM]	-2%	3%[11.4 µM]	1%	1%	-5%[11 µM]	-2.5%[0.0738 µM]	2%[11.4 µM]	-6%[11.4 µM]	?
4	Cc1onc(-c2ccccc2)c1C(=O)Nc1ccc(S(=O)(=O)N2CCCCC2)cc1	-3%	-6%	-2%	10%	6%	0%	2%	-1.0%	-11%	31%	-1%
5	Cc1noc(C)c1C(=O)N1CCC[C@@]2(CCN(C(c3ccccc3)c3ccccc3)C2)C1	-3%	7%	5%[9.22 µM]	-5%	13%	1%[11.4 µM]	-6%	1.9%	-4%	-2%	-5%
6	CCOc1ccc(C(=O)NC2CCN(C(=O)NCc3ccccc3)CC2)cc1	-2%	1%	1%	-2%	11%	1%	1%	0.7%[57.5 µM]	-4%	15%	-7%
7	COC1(OC)N=C(N)C2(C#N)C(c3cccc(Oc4ccccc4)c3)C12C#N (centres undefined)	7%	-2%	2%	1%	7%	0%	0%	-0.6%	-12%	4%	-3%
8	Cn1c(NC(=O)c2ccc3c(c2)OCO3)cc(=O)n(C)c1=O	-2%	-11%	nt	-4%	nt	1%	0%	-0.6%	-15%	30%	-11%
9	COc1ccc(-c2nn(C)c(=O)c3ccccc23)cc1CNC(=O)CN1CCOCC1	3%	-2%	0%	-4%	-14%	0%	0%	1.0%	10%	0%	?
10	CCCCNS(=O)(=O)c1ccc2nc(SCC(=O)Nc3sccc3C#N)[nH]c2c1	-6%	?	4%	-4%	?	0%	-5%	0.1%[57.5 µM]	-28%	11%	?
11	COc1ccc(N(C(=O)C(C)C)S(=O)(=O)c2ccc3c(c2)n(C)c(=O)n3C)cc1	7%	1%	3%	-8%	-3%	2%	-2%	-0.1%	3%	-3%	-9%
12	CN(C)c1ccc(/C=N/n2ncc3ccccc32)cc1	9%	?	-1%	3%	22%	4µM*	25µM*	-1.2%	-2%	-26%	?

New compounds follow.
entry	structure	UbGFP stabilizer	HADH2 inhib	GFP derepression	Pol III holo inh	ERK AVP block	FLuc inh	Hsp90 Hop PPI	HBB splicing	ALOX15 inhib	Tau filament bind	CRE-bla Fsk
13	COC(=O)c1ccc(NC(=O)CSc2n[nH]c(-c3ccncc3)n2)cc1	-2%	2%	-3%	-3%	-30%	1%	-3%	1.9%	-3%	-12%	?
14	CCCCNC(=O)c1cc(-c2ccc(OC)c(OC)c2)on1	26%	11%	-6%	-10%	-26%	-10%	-2%	-1.4%	-4%	7%	26%
15	Cc1ccc(N2CC(C(=O)NC3=NCCS3)CC2=O)cc1 (centres undefined)	-2%	-13%	2%	-1%	-1%	4%	0%	nt	4%	-9%	-1%
16	CSCC[C@H](NC(=O)NCCC1=CCCCC1)C(=O)O	3%	-4%	2%	-7%	-6%	0%	-2%	-0.9%[57.5 µM]	2%	-2%	3%
17	Cn1c(NC(=O)c2ccccc2C(F)(F)F)cc(=O)n(C)c1=O	15%	-3%	nt	-5%	nt	0%	0%	0.2%	8%	10%	16%
18	Cc1noc(C)c1C(=O)Nc1sc(C)c(-c2ccccc2)c1C#N	0%	-2%	3%	4%	-25%	2%	1%	-1.8%	2%	19%	?
19	CCOC(=O)N1CCC(O)(c2cc(C)c(C)cc2C)CC1	11%	4%	0%	-3%	-7%	2%	0%	0.5%[1.84 µM]	-1%	4%	-10%
20	COc1ccc(-n2c(Cc3cccs3)nnc2SCC(=O)Nc2ccc3c(c2)OCCO3)cc1	0%	18%	-2%	1%	-3%	-1%	-10%	0.8%[57.5 µM]	2%	5%	?
21	CCc1nnc(NC(=O)CN2CCC(O)(c3ccccc3OC)CC2)s1	-3%	2%	-1%	-1%	-7%	-39%	-1%	0.1%	9%	1%	?
22	CC(=O)c1c(C)nc(-c2ccc(Cl)cc2)nc1NC(=O)C(C)C	-1%	-7%	1%	2%	-28%	1%	-2%	-1.5%	6%	6%	-7%
23	Cc1ccccc1C(=O)Nc1ccc2nc3n(c(=O)c2c1)CCC3	3%	1%	-3%	4%	?	-13%	-4%	0.0%	5%	-5%	13µM*
24	O=C(NC1CCCCC1)C(c1ccccc1)N1CCC2(CC1)OCCO2 (centres undefined)	-17%	7%	1%	-1%	-5%	-2%	2%	-1.9%	-5%	-3%	-11%

(more compounds)
entry	structure	UbGFP stabilizer	HADH2 inhib	GFP derepression	Pol III holo inh	ERK AVP block	FLuc inh	Hsp90 Hop PPI	HBB splicing	ALOX15 inhib	Tau filament bind	CRE-bla Fsk
25	O=C(Nc1nccs1)c1ccc(Cl)c(S(=O)(=O)N2CCCCC2)c1	0%[9.17 µM]	-11%[11.4 µM]	-2%	3%[11.4 µM]	?	-7%	-7%[11 µM]	-1.2%[0.0738 µM]	2%[11.4 µM]	-7%[11.4 µM]	?
26	COc1ccc(-c2nc3cc(NC(=O)c4ccc5c(c4)OCO5)ccc3o2)cc1	5%	-2%	0%	-4%	9%	-4%	1%	nt	-14%	7%	-2%
27	N#CC1=C(N)C(C#N)(C#N)C(c2cccnc2)C2COCC=C12 (centres undefined)	-5%	61%[activator]	-1%	0%	8%	3%	0%	nt	0%	27%	0%
28	N#CC1=C(N)SC(N)=C(C#N)C1c1cccc(Oc2ccccc2)c1	-7%	2µM*	-2%	-2%	-16%	-1%	-5%	0.1%[9.22 µM]	5µM*	-4%	?
29	COc1ccc(C(=O)COC(=O)CCCn2c(=O)oc3ccccc32)cc1	-3%	6%	0%	-4%	5%	4%	2%	-0.2%[57.5 µM]	0%	6%	1%
30	Cc1nc(Nc2nc(-c3ccccc3)cc(=O)[nH]2)nc2ccccc12	-3%	?	?	?	?	10µM*	-9%	0.1%	-13%	103%	?
31	COc1ccccc1NC(=O)c1ccc(NS(=O)(=O)c2c(C)noc2C)cc1	17%	-4%	4%	4%	12%	-2%	-1%	-0.2%	2%	-1%	22%
32	O=C(Cn1c(-c2ccco2)nc2ccccc21)N1CCCCC1	-1%	?	-2%	-6%	-8%	3%	0%	nt	2%	-9%	-1%
33	Cc1ccc2c(CC(=O)Nc3ccc(N4CCN(C)CC4)cc3C)coc2c1	1%	28%	-2%	?	?	6.3µM*	-14%	0.0%[57.5 µM]	-14%	4%	-12%
34	Cc1cc(Nc2cccc(Cl)c2)n2ncnc2n1	12%	2%	-3%	-3%	-27%	1%	1%	1.4%	3%	-4%	?
35	CC1CCCN(C(c2ccccc2)c2sc3ncnn3c2O)C1 (centres undefined)	5%	-6%	nt	-3%	nt	3%	-1%	-0.6%	4%	13%	-14%
36	CCN(CCO)Cc1cn[nH]c1-c1ccc(C)c(C)c1	3%	3%	-1%	0%	15%	2%	-4%	-3.5%	3%	4%	?
37	CCCCNC(=O)CCCn1c(=S)[nH]c2cc3c(cc2c1=O)OCO3	-5%	9%	2%	3%	46%	3%	?	-2.1%[0.369 µM]	0%	70%	-6%
38	O=C(Nc1c(F)cc(F)cc1Br)c1cc2nc(C(F)F)cc(C(F)F)n2n1	3%	8%	2%	-6%	-19%	1%	-13%	0.6%	0%	?	10%
